LDHA inh – LDHA (human) enzyme inhibition; hit rate 0.15% among 480,000; activity change, % (values are at about 110 or 230 µM); purified LDHA, NADH/diaphorase-resazurin fluorescence; hits give low values; in the data active means activity change below about -30%;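 further: plate controls were DMSO wells for no effect and wells without enzyme for full effect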
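Human LDH5 at 2 nM final in Tris HCl pH 7.4 with 0.06 mM NADH and 0.2 mM pyruvate, reacted 5 minutes at room temperature. Remaining NADH coupled via diaphorase/resazurin; resorufin fluorescence read at 0 and 20 minutes, normalized to enzyme-free and DMSO wells.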
Starred values were filed as active, the others as inactive. An excerpt. The share of hits here may be higher or lower than overall.

Molecule	LDHA inh
O=C(CCNc1nc(Cl)nc2nc[nH]c12)NCCCO	-1.9
Cc1ccc(/C(C#N)=C\c2cccn2C)cc1	3.7
Cc1nnc(-c2ccncc2)nc1C	11.5
CC(C)c1nc2cc3sc(C(C)C)nc3cc2s1	-16.7
Cc1cc(S(=O)(=O)N2CCCC2)ccc1OCC(=O)Nc1ccccc1Oc1ccccc1	-20.7
Cc1ccc(NC(=O)Cn2c3ncccc3c(=O)n2-c2ccc(C)c(C)c2)c(Cl)c1	7.6
COc1ccc(NC(=O)c2nn(-c3ccccc3)ccc2=O)c(OC)c1	-3.4
CS(=O)(=O)N1N=C(c2cccc(O)c2)CC1c1ccco1 (configuration not stated)	7.3
CCCCC(=O)Oc1ccc(C2C3=C(CC(C)(C)CC3=O)OC3=C2C(=O)CC(C)(C)C3)cc1OC	9.9
O=C(O)c1cccc(-c2cccc(-c3nn4c(=O)cc(N5CCNCC5)nc4s3)c2)c1	-3.5
O=C(O)CCC(=O)c1cccc(Br)c1	-3.1
CC(C)c1ccccc1NC(=O)CSc1nc2ncccc2[nH]1	-2.4
CCCn1nc(C(=O)N2CCN(c3ccc(C(C)=O)cc3)CC2)c2ccccc2c1=O	0.0
Cc1nc(COc2ccc(C(=O)N3CCc4ccccc43)cc2)no1	-0.1
Cc1cccc(Cn2c(SCCCO)nc3c2c(=O)n(C)c(=O)n3C)c1	9.8
Cc1cccc(N2CCN(CC(=O)NC(=O)NCC(F)(F)F)CC2)c1	-10.1
O=C(c1c(F)cccc1F)N(Cc1ccc2[nH]ccc2c1)C1CC1	0.6
CSCc1ccc(C(=O)O)cc1	-17.1
Cn1c(=O)c2c(nc(N3CCN(C(=O)c4ccco4)CC3)n2Cc2ccc(F)cc2)n(C)c1=O	-1.4
CC(=O)c1ccc(OCc2coc(-c3cccc(Cl)c3)n2)cc1	0.5
Cc1nc2ccc(S(=O)(=O)N(CC(=O)N3CCCCC3)Cc3ccccc3)cc2s1	-0.1
Cc1ccccc1C(=O)N1CCN(Cc2cccc3cccnc23)CC1	5.2
CSC(=O)c1ccccn1	7.2
COc1ccccc1-c1nc(S(=O)(=O)c2ccc3c(c2)OCCO3)c(NCCCN(C)C)o1	-0.2
Cc1nc(-c2c[nH]c3ccccc23)c(C)s1	2.9
CCCCN(Cc1ccccc1)c1ccc(NS(=O)(=O)c2ccc(C)c(C)c2)cc1C(=O)O	0.0
COCCCNC(=O)C1CCN(C(=O)C2C(C=C(C)C)C2(C)C)CC1 (configuration not stated)	-1.5
Cc1cc(N2CCCCS2(=O)=O)cc(C)c1S(=O)(=O)NCc1ccccn1	-0.5
Cn1cnc2c1c(=O)n(CC(=O)NCc1ccccc1OC(F)F)c(=O)n2C	4.4
Cc1ccc2c(Cn3nnc(-c4cccc(Cl)c4)n3)cc(=O)oc2c1	-2.5
O=c1c2cc(Cl)ccc2ncn1CC(O)COc1ccc(Br)cc1 (configuration not stated)	2.4
CCn1cnc2c1c(=O)n(CC(=O)NC1CCS(=O)(=O)C1)c(=O)n2Cc1ccccc1 (configuration not stated)	2.5
CCOc1ccc(CN(C)C(=O)Cn2nc(C(=O)O)c3ccccc3c2=O)cc1	0.5
O=C(NC1C2CC3CC(C2)CC1C3)c1cccc2c(Br)cccc12 (configuration not stated)	-1.2
Cc1ccc(NC(=O)CCn2cnc3c2c(=O)n(C)c(=O)n3C)cc1C	-5.3
Cc1cccc(OC2=NS(=O)(=O)c3ccccc32)c1	0.0
CCOC(=O)c1ccccc1NC(=O)NCc1c(-n2cccc2)sc2c1CCN(C)C2	-16.9
Cc1cc2c(s1)c1cnn(Cc3c(F)cccc3F)c(=O)c1n2C	-2.3
CCCCCC1CCC(C(=O)Oc2ccc(C#N)cc2)CC1 (configuration not stated)	-1.7
COC(=O)C1=C(CN2CCN(C(C)C)CC2)NC(=O)NC1c1ccc(C)cc1 (configuration not stated)	-1.0
Cc1nnc(SCC(=O)c2ccc(Cl)cc2)n1Cc1ccccc1	3.3
COc1cc2c(cc1OC)C(C)N(C(=O)c1ccccc1Br)CC2 (configuration not stated)	11.5
N#Cc1cccc(Oc2cccc3cccnc23)c1C#N	-3.6
Nc1nc(COC(=O)c2ccc(OC(F)F)cc2)nc2ccccc12	-11.8
Cc1cc(C)cc(C(=O)N(c2cc(C)cc(C)c2)C2C=CS(=O)(=O)C2)c1 (configuration not stated)	2.6
COc1cc2oc(=O)c(CC(=O)NCc3ccc(C)cc3)c(C)c2cc1Cl	-3.9
c1ccc2c(NC(C3CC3)C3CC3)nc(-c3ccncc3)nc2c1	-17.5
COc1ccc(OC)c(/C=N/NC(=O)CCC(=O)Nc2cccc(Cl)c2)c1	6.7
CCC(C)[C@H](NC(=O)[C@@H]1Cc2ccccc2CN1)C(=O)Nc1cccc(C)c1 (some centres not stated)	33.2
O=C1CCCC2=C1C(c1ccc(Cl)c(Cl)c1)C1=C(CCCC1=O)O2	-0.7

Going on with the list.
Molecule	LDHA inh
CCOc1ccc(NC(=O)CSCc2cc(=O)n3ccccc3n2)cc1	-9.8
CC1(C)CC(NC(=O)C2CCC(CNC(=O)CNC(=O)c3ccccc3)CC2)CC(C)(C)N1 (configuration not stated)	-0.7
O=C(COc1ccccc1Cl)Nc1cccc(-c2nnc(-c3ccco3)o2)c1	0.3
O=S(Cc1ccccc1)Cc1cccc(F)c1 (configuration not stated)	2.5
O=C(CCc1ncc(-c2ccccc2F)o1)Nc1ccccc1Oc1ccccc1	-2.4
Cc1ccc(S(=O)(=O)NCC(c2cccnc2)S(=O)(=O)c2cccs2)cc1 (configuration not stated)	-6.1
CC(C)(C)CC(=O)Nc1ccncc1	6.0
O=C(Cc1ccccc1F)NC(c1ccc2c(c1)CCC2)c1cccs1 (configuration not stated)	-1.9
COc1c(C)cccc1C(=O)Nc1ccc(O)c(-c2nc3ccccc3o2)c1	1.8
Cc1ccc2cccc(SCc3ccc(F)cc3)c2n1	6.0
CC1=C(C(=O)NCc2ccccc2C)C2(CCN(S(=O)(=O)c3cccs3)CC2)OC1=O	-4.0
CC(C)(C)c1ccc2c(c1)OCCOCCOCCO2	-19.3
O=C(CC(c1ccc(Cl)cc1)S(=O)(=O)c1ccccc1)c1ccc(F)cc1 (configuration not stated)	-0.8
N#CCCn1cc(C(=O)N2CCCCC2)c(-c2ccc(Cl)cc2)n1	10.5
CC1=C(c2ccccc2)S(=O)(=O)N=C1Nc1ccc(C)c(Cl)c1	-2.3
COc1cc(/C=N/OCc2ccc(Cl)c(Cl)c2)cc(Cl)c1OC	4.6
Cc1ccc(-c2ccc(O)c(C)c2)cc1	8.7
O=C(COc1ccc(Cl)cc1)NCCc1csc(-c2ccncc2)n1	-0.2
CCOC(=O)c1oc2cc(OS(C)(=O)=O)ccc2c(=O)c1-c1ccc(OC)cc1	-0.7
COc1ccc(OC)c2c1cc(C(=O)NCC(=O)N1CCN(Cc3ccccc3)CC1)n2C	28.7

An excerpt from above in order of SMILES length, high to low:
Molecule	LDHA inh
COc1ccc(OC)c2c1cc(C(=O)NCC(=O)N1CCN(Cc3ccccc3)CC1)n2C	28.7
CC1=C(c2ccccc2)S(=O)(=O)N=C1Nc1ccc(C)c(Cl)c1	-2.3
O=C(COc1ccc(Cl)cc1)NCCc1csc(-c2ccncc2)n1	-0.2
CC(C)(C)c1ccc2c(c1)OCCOCCOCCO2	-19.3

Returning to the listing; the five compounds before the break are reprinted first.
Molecule	LDHA inh
COc1cc(/C=N/OCc2ccc(Cl)c(Cl)c2)cc(Cl)c1OC	4.6
Cc1ccc(-c2ccc(O)c(C)c2)cc1	8.7
O=C(COc1ccc(Cl)cc1)NCCc1csc(-c2ccncc2)n1	-0.2
CCOC(=O)c1oc2cc(OS(C)(=O)=O)ccc2c(=O)c1-c1ccc(OC)cc1	-0.7
COc1ccc(OC)c2c1cc(C(=O)NCC(=O)N1CCN(Cc3ccccc3)CC1)n2C	28.7
O=C(CSc1cnc2ccccc2n1)OCc1cccc2ccccc12	1.7
CC(C)C(CNC(=O)c1nn(-c2ccccc2)c(=O)c2ccccc12)N1CCOCC1 (configuration not stated)	12.6
C/C(=N/N=C(c1ccccc1)c1ccccc1)c1ccccn1	2.9
COc1ccc(-c2c(C)c3cc(OC(=O)C(C)C)ccc3oc2=O)cc1	10.5
Cn1c(=O)c2c(nc(NCCCc3ccccc3)n2Cc2ccccc2F)n(C)c1=O	0.3
COc1ccc(CNC(=O)Cn2c(=O)c3c(ncn3C3CCCC3)n(Cc3ccccc3)c2=O)cc1	-2.0
CNc1c(NS(=O)(=O)c2cc(C)cc(C)c2)c(=O)oc2ccccc12	2.1
CC(C)c1ccc(NC(=O)Cn2nc3ccc(S(=O)(=O)C4CCCCC4)nn3c2=O)cc1	-16.9
CC(C)Cn1nc(C(=O)Nc2nnc(Cc3ccccc3)s2)c2ccccc2c1=O	4.5
CCCNC(=O)C(=O)NC1CCC(C(C)(C)CC)CC1 (configuration not stated)	7.3

Continued:
structure	LDHA inh
CCCCNC(=O)NC(c1ccccc1)c1ccccn1 (configuration not stated)	6.9
CCn1nc(-c2ccc(C)c(S(=O)(=O)NCc3ccccc3C)c2)c2c(c1=O)CCCC2	-4.5
O=C(NC1CCCc2ccccc21)c1ccc2ncsc2c1 (configuration not stated)	0.8
CCOc1ccc(NC(=O)c2ccccc2)cc1	2.1
CCCC(=O)N(C)CCOc1ccccc1	4.0
CC1CCCCN1C(=O)c1cc(-c2cccnc2)nc2ccc(Cl)cc12 (configuration not stated)	4.7
Cc1ccc2oc(/N=C(\N)NC(=O)c3ccccc3)nc2c1	-0.1
Cc1ccc2oc(-c3ccc(NC(=O)c4cccc(F)c4)cc3)nc2c1	4.0
COc1ccc(C2CC(=O)N(c3sc4c(c3C#N)CCCC4)C3=C2C(=O)CCC3)cc1 (configuration not stated)	2.0
Cc1cc2nc(/C=C/c3cccc(O)c3)sc2cc1C	8.4
O/N=C/c1ccc(OCc2ccc(Cl)cc2)cc1	6.4
CC(C)(C)c1ccc(-c2oc(NC(=O)CCl)c(C#N)c2-c2ccc(C(C)(C)C)cc2)cc1	5.4
CC(=O)Nc1ccc(NC(=O)CSc2nc3ccccc3c(=O)[nH]2)cc1	2.4
CCN(CC(=O)Nc1ccc(NC(C)=O)cc1)C(=O)c1nn(C)c(=O)c2ccccc12	10.2
CC(C)CCN1CCCC1C(=O)O (configuration not stated)	-1.3
O=C(NCCc1ccc2c(c1)OCCO2)c1ccc(NC(=O)c2ccco2)cc1	-6.7
O=C(c1ccccc1)n1nc(NCc2cccs2)nc1NCc1cccs1	0.6
CCc1c(C)sc(NC(=O)/C=C/c2c(F)cccc2Cl)c1C#N	13.2
CC(C)(CNC(=O)c1cccc2ccccc12)CNC(=O)c1cccc2ccccc12	9.5
O=C(COc1cc(O)c2c(=O)cc(-c3ccccc3)oc2c1)NCCCO	-1.1
CCC(C)c1ccc(-c2csc(NC(=O)Cn3ncc4ccccc4c3=O)n2)cc1 (configuration not stated)	7.6
COC(=O)c1ccc(/C=C(\C#N)C(=O)Nc2ccccc2C(=O)O)cc1	-4.6
COc1cc(/C=C/C(=O)C23CC4CC(CC(C4)C2)C3)cc(Br)c1O	3.3
CN(CC(=O)NC1(C#N)CCCCC1)C(c1ccccc1)c1ccc(F)cc1 (configuration not stated)	-4.3
Cc1ccc(/C=N/O)cc1	0.5
CN1CCN(c2nc3ccccc3nc2C(=O)Nc2ccc(Oc3ccc(Cl)cc3)cc2)CC1	-0.8
Cc1cc(C)c2c(c1)C(=O)/C(=C\c1ccccc1)CC2	2.4
CSC(C)C(=O)NCc1ccc(C)s1 (configuration not stated)	-12.9
O=S(=O)(c1ccc2oc(Nc3ccc(F)cc3)nc2c1)N1CCCCC1	10.8
O=C(NNC(=S)Nc1ccccc1)c1ccccc1Br	11.7
Cc1ccc(C)c(OCC(O)Cn2nc(C(N)=O)c3ccccc3c2=O)c1C (configuration not stated)	3.9
N#Cc1ccc(COC(=O)c2ccccc2NCCO)cc1	5.3
O=C(O)c1ccc2nc(CCl)[nH]c2c1	7.7
O=C(O)c1cc(-c2ccc(Cl)c(Cl)c2)nc2ccccc12	0.5
FC(F)(F)c1ccccc1C(c1ccccc1)N1CCCNCC1 (configuration not stated)	-11.5
N#Cc1ccc(NCCNC(=O)c2nccnc2N)nc1	-7.2
CCCN(CCC)Cc1csc2c1CCCC2	9.6
CCN(CC(=O)Nc1ccccc1C(F)(F)F)C(=O)c1nn(CC(C)C)c(=O)c2ccccc12	8.5
CCNC(=O)NC(=O)COC(=O)c1sccc1C	-2.9
NS(=O)(=O)c1ccc(CCNC(=O)c2cc(=O)c3ccccc3o2)cc1	-11.1
COc1ccc(CCNC(=O)c2sc(NC3CC3)nc2C)cc1	-4.8
C/C(=N\NC(=O)C1CC1c1ccc(C(C)(C)C)cc1)c1ccc(C(C)C)cc1 (configuration not stated)	11.7
Cc1ccccc1-c1cc(C(=O)NC(C)C)c2ccccc2n1	5.6
Cc1ccc(NC(=O)c2nn(C)c(=O)c3ccccc23)cc1Cl	-15.4
COc1cc(CN2CCC(C(O)(c3ccccc3)c3ccccc3)CC2)ccc1OCc1ccccc1	3.9
O=C(NCCc1ccccn1)C1CCC1	0.9
Cc1ccc(C)c(NC(=S)NNC=O)c1	1.7
N#CC(C(=O)NCc1ccccc1)C(=O)c1cccc(C(F)(F)F)c1 (configuration not stated)	-8.1
C/C(Cc1ccccc1)=N\NC(=O)C(C)C	0.4
CCc1ccc(C(C)(c2ccc(O)cc2)c2ccc(O)cc2)cc1	7.6
Cc1ccc(NC(=O)c2cc(F)ccc2Br)nc1	-1.0
COc1cccc(C(=O)Oc2ccc(OC(=O)c3cccc(OC)c3)cc2)c1	-3.1
N#CCOC(=O)c1c[nH]c2ccccc12	-7.2
CC(NC1CCCc2ccccc21)C(=O)c1c[nH]c2ccccc12 (configuration not stated)	-8.6
CC(NC(=O)c1cc(Cl)ccc1Cl)c1ccc2c(c1)CCCC2 (configuration not stated)	-0.6
O=C(COC(=O)c1cc(=O)c2ccccc2o1)c1ccc(OC(F)F)cc1	-8.4

Assay outcomes: PubChem BioAssay, National Center for Advancing Translational Sciences (NCATS)
